dFosB activator: mouse delta FosB homodimer activation | P13346 | 340,000 tested, 0.99% active | AID 493131 | activation, % at 25 µM | purified delta FosB, TAMRA-CDK5 oligo fluorescence polarization; percent of positive-control signal above neutral wells;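 active means mean activation above about 17%, with every replicate also reaching it, limit read from the data, passing the limit was not always enough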;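 further: fluorescence polarization rise as delta FosB binds a TAMRA Cdk5 AP-1 oligo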
Pemphigus Ab inh: blocks pemphigus antibody binding to human desmoglein-3. P32926. binding (percent of control), % at 10 µM. 310,000 tested, 0.48% active. DSG3-coupled beads, scFv-anti-DSG3-GFP binding, flow cytometry; hits give low values;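 active means binding more than 3 SD below its plate's average and above zero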;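 further: hits lower antibody fragment binding to DSG3; some compounds called inactive have numbers as strong as hits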
Target sequence (P32926 whole entry, looked up, the tested form may be a part): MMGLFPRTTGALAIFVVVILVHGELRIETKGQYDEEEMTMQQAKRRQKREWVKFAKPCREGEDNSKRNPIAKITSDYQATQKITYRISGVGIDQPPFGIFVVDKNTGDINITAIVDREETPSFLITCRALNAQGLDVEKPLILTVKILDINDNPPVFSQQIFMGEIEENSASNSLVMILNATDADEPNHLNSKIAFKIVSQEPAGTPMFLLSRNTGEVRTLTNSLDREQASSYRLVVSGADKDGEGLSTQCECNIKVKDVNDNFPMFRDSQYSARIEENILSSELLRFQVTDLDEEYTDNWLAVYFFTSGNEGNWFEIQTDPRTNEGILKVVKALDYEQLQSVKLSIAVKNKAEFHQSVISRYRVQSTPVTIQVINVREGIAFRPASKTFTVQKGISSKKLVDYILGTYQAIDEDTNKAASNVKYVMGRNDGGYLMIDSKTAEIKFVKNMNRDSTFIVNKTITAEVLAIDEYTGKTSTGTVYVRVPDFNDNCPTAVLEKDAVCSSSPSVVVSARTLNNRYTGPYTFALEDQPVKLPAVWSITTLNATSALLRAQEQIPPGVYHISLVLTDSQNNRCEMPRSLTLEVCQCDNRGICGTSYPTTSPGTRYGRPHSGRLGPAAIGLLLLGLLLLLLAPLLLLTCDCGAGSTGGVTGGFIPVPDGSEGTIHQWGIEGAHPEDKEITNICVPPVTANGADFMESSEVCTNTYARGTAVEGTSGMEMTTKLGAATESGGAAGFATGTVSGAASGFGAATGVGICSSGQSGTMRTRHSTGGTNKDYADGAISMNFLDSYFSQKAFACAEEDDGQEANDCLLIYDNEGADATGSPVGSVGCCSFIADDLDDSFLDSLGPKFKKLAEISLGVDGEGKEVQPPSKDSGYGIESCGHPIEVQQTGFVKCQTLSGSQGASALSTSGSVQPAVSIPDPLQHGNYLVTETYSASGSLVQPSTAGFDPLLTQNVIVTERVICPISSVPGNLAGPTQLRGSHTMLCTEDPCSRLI
PKA-R1A activ: activates the PKA-R1A holoenzyme complex | PKA-R1A dissociation, Cy5-IP20 fluorescence polarization; scaled: DMSO 0%, 113 µM cGMP 100% | activation, % at 11.4 µM | P00514+P68181 | 340,000 tested, 0.083% active;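 active means percent activation above the mean of all tested compounds plus 3 SD, cut at about 19% in these data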;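 further: higher means more PKAc released from R1A so a rise in polarization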
PKA-R2B activ: activators of human PKA-R2B complex; activation, % at 11.4 µM; 340,000 tested, 0.079% active; PKA-R2B holoenzyme dissociation, Cy5-IP20 fluorescence polarization; R2B truncated from residue 108, S112A mutant; 0% DMSO only, 100% 113 µM cGMP; P22694+P31323;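 active means activation above a cutoff set at the mean over all compounds plus 3 SD, cut at about 18% in these data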;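 further: higher means more holoenzyme dissociation and a rise in polarization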
MITF TRPM1 HTS: MITF TRPM1 promoter activation in melanoma cells; SK-MEL-5 TRPM1-promoter luciferase, 24 h; % of positive control, neutral wells = 0; activation, % at 12.5 µM; 300,000 tested, 0.75% active;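 active means mean activation of at least 80% with every replicate also reaching 80%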;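 further: 0% = neutral control wells and 100% = parthenolide positive control wells; values of inactives mirror those of a sister screen read the other way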
SUMO Mot1 rescue: blocks SUMOylation pathway, rescuing yeast Mot1-301 growth; S. cerevisiae Mot1-301 growth rescue, ATP luminescence, 38.5C; percent above DMSO median, 100 means doubled; growth rescue, % at 18.8 µM; 320,000 tested, 1% active;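 active means every valid replicate shows activation above 250% relative to neutral control wells; inactive means the rest, any valid replicate at or below 250%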;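 further: OY570 slx delta 5 strain wells were the positive control but not used for scaling; some compounds called inactive have numbers as strong as hits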
CDK5 p35 inh: blocks human CDK5/p35 kinase activity; Q00535+Q15078; AID 488839; 330,000 tested, 0.01% active; inhibition, % at 10 µM; Recombinant CDK5/p35, ADP-Glo luminescence, 60 min;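 active means highest replicate inhibition of at least 50% and at least 75% of replicates reaching 50%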;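 further: plate controls were DMSO neutral control for no effect and GW8510 at 10 µM for full effect; many of its hits are not listed in these tables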
Arrestin-AP2 inh: inhibitors of human beta-arrestin and AP2 interaction; FITC-arrestin peptide / GST-AP2 beads, flow cytometry; AP2 beta2 appendage carries R879A mutation; inhibition, % at 10 µM; 340,000 tested, 0.31% active; AID 504490;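 active means inhibition above a set limit, near 3 SD of compounds lacking own fluorescence, cut at about 54% in these data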;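 further: plate controls were DMSO wells for no effect and 5 µM unlabelled arrestin peptide for full effect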
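Assay system: GST-AP2 R879A bound to glutathione beads, E. coli-expressed; Medium: PBS with 0.05% Tween 20 and 0.1% BSA; Also added: fluorescein-tagged arrestin peptide at 50 nM final; Timing: 12 min plus 1 h, RT; Measured by: flow cytometry, FL1 (488/535 nm); Evaluation: percent drop in bead-associated FITC signal.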
SR-BI DiI inh: inhibitors of mouse SR-BI mediated HDL lipid uptake; Q61009; ldlA[mSR-BI] CHO cells, DiI-HDL uptake fluorescence, 3 h; inhibition, % at 12.5 µM; 320,000 tested, 0.96% active;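 active means mean replicate inhibition of at least 70% and a set share of replicates each scoring 70 or more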;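 further: 0% = median of neutral control wells and 100% = median of positive control wells; values of inactives mirror those of a sister screen read the other way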
SR-BI uptake up: activators of SR-BI mediated HDL lipid uptake | CHO ldlA[mSR-BI] cells, DiI-HDL uptake fluorescence, 3 h; 100 = double the neutral-control signal | activation, % at 12.5 µM | 320,000 tested, 0.096% active | AID 504775;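 active means mean replicate activation of at least 60% and every replicate at or above 60%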;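 further: 0% = median plate neutral-control signal and 100% = twice that signal; values of inactives mirror those of a sister screen read the other way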
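Test system: SR-BI-overexpressing, LDLR-lacking CHO cells. Measured by: DiI fluorescence, bottom read. Medium: Ham's F12 with 0.5% BSA, HEPES 25 mM, pH 7.4. Timing: 3 h uptake period with compound, 37 °C.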
NSD2 inh: inhibitors of human histone methyltransferase NSD2; O96028; NSD2 peptide methylation, AlphaScreen, 120 min; inhibition, % at 12.5 µM; 310,000 tested, 0.54% active; AID 743445; in the data active means inhibition above about 50%
* marks the source's active call; other numbers are inactive results; . = no result given.

Sequence of screens: dFosB activator, Pemphigus Ab inh, PKA-R1A activ, PKA-R2B activ, MITF TRPM1 HTS, SUMO Mot1 rescue, CDK5 p35 inh, Arrestin-AP2 inh, SR-BI DiI inh, SR-BI uptake up, NSD2 inh
C/C(N)=C(/C#N)C(=O)COC(=O)c1cc(-c2cccc3ccccc23)nc2ccccc12
 : -3.2, 99.3, -5.1, 0.2, -0.1, -6.1, 0.9, 6.0, 16.3, -16.3, -1.8
CCOC(=O)c1ccc(NC(=O)C(=O)NCc2ccco2)cc1
 : 12.4, 104.6, 2.3, -14.0, 7.6, -6.3, 0.0, 33.1, -2.4, 2.4, 1.6
O=C(O)CC(C(=O)Nc1ccc(Cl)c(Cl)c1)C1CCCO1 (configuration not stated)
 : -6.1, 116.5, -0.1, 3.8, -9.9, -8.4, 1.1, -4.3, -30.3, 30.3, 1.0
O=C1NC2(CCN(Cc3ccccc3)CC2)Oc2ccccc21
 : -2.1, 99.8, -4.1, -17.4, -5.6, -4.6, 1.1, 2.2, -16.0, 16.0, 1.2
O=C1CCN(CCc2ccccc2)CCN1[C@H](CO)Cc1ccccc1
 : -0.8, 110.8, 4.0, -6.5, 3.6, -7.5, -0.2, 26.1, -9.4, 9.4, .
Cn1c(=O)oc2cc(S(=O)(=O)CCC(=O)Nc3ccccc3)ccc21
 : 2.7, 78.0, 8.1, -13.5, -5.8, -0.1, ., -6.1, -2.7, 2.7, 1.9
Cc1ccc(-n2ncc3c(NCCCN4CCOCC4)ncnc32)c(C)c1
 : 0.0, 93.4, -6.2, -11.5, -0.5, -7.8, -1.1, -0.7, -13.8, 13.8, .
CCOc1ccc(CCNC(=O)c2cc3c(C)nccc3[nH]c2=O)cc1OCC
 : -7.8, 105.5, -0.9, -6.1, -11.2, -20.7, 0.2, -4.5, -10.7, 10.7, -2.1
O=C1N=C(c2ccccc2)C(c2ccccc2)N1 (configuration not stated)
 : -5.2, 99.3, -7.4, 8.5, -5.1, 18.4, 0.1, 6.0, -23.2, 23.2, 3.4
CC(C)CC1(C)NC(=O)N(CC(=O)Nc2ccc3c(c2)OCCO3)C1=O (configuration not stated)
 : -9.7, 122.2, -7.6, -0.9, 0.6, 23.2, 1.0, 3.4, -3.9, 3.9, -1.0
CC(=O)Nc1cccc([N+](=O)[O-])c1
 : -0.8, 96.1, -4.8, -7.6, -7.3, -9.4, -0.4, 29.1, -12.4, 12.4, -1.4
O=C(O)c1ccc(CNCc2ccccc2Cl)cc1
 : -1.3, 104.3, -4.4, 3.1, ., -11.6, 0.7, -4.1, -24.0, 24.0, -0.7
Cc1cc2nc(-c3ccc(NC(=O)c4cccnc4)cc3)oc2cc1C
 : -3.6, 97.0, -12.8, 1.0, 68.3, 3.7, -0.2, 16.7, 58.1, -58.1, 4.7
COc1cccc(NC(=O)C2CCC(CNS(=O)(=O)c3ccc4c(c3)CC(C)N4C(C)=O)CC2)c1 (configuration not stated)
 : -4.6, ., -3.1, -0.4, -9.2, 235.1, -0.4, 23.1, 54.9, -54.9, 2.0
Cc1c(NC(=O)c2ccc(C(C)(C)C)cc2)cccc1[N+](=O)[O-]
 : 3.1, 106.9, -6.0, -11.2, 73.2, -8.1, 0.9, -7.3, ., ., 19.6
CCN(CC)C(=O)NC1CC2CCCC(C1)N2Cc1ccccc1 (configuration not stated)
 : -5.8, ., -2.7, -0.8, 2.2, -15.0, 1.4, 26.0, -8.9, 8.9, 5.5
CCCCC(C(=O)NC1CCCC1)N(C(=O)c1snc(C(N)=O)c1N)c1ccc(F)cc1 (configuration not stated)
 : 8.7, 108.4, 1.1, -2.0, 0.0, -7.9, 0.7, -4.3, 7.3, -7.3, -3.1
CCn1nc(C(=O)NC2=NCCS2)c2ccccc2c1=O
 : -0.9, 98.1, -9.4, -12.4, 2.6, -6.9, 0.4, -1.8, -3.4, 3.4, -2.3
C=CCNC(=O)c1onc(CSc2cc(C)cc(C)c2)c1C(=O)O
 : -2.8, ., -13.9, -1.7, 13.0, -10.6, 0.4, 7.0, -3.9, 3.9, .
Cc1cc(C)cc(NC(=O)C(=O)NCC2CCCO2)c1 (configuration not stated)
 : -0.6, 112.7, -0.9, -0.8, 34.4, 9.3, 0.7, -12.3, -16.3, 16.3, -0.5
O=C(C1CCCCN1S(=O)(=O)c1ccc(F)cc1)N1CCN(c2ccccc2F)CC1 (configuration not stated)
 : -6.1, 103.6, 6.2, 3.8, 1.3, 8.0, 1.1, -7.2, -21.3, 21.3, .
O=C(c1ccc2c(c1)OCO2)C1CCCN(Cc2ccc3nsnc3c2)C1 (configuration not stated)
 : -3.9, 115.7, -7.3, -9.1, 1.1, 85.0, -5.1, 9.8, -27.1, 27.1, .
COc1ccc(-c2[nH]ncc2CNC(C)CCn2cccn2)c(F)c1 (configuration not stated)
 : 1.6, 97.3, 6.1, 0.1, 1.6, 4.3, -1.4, -8.7, ., ., .
O=C(NCCCN1CCCC1=O)c1cccc(S(=O)(=O)Nc2ccc(F)cc2)c1
 : -9.7, 103.0, -4.3, -0.9, -1.8, -0.1, -0.8, 1.4, -23.7, 23.7, -0.2
COc1ccccc1C(=O)NCc1nnc(SC(C)C(=O)Nc2nccs2)n1C (configuration not stated)
 : -2.6, 104.3, -0.8, -8.3, -20.3, -3.7, 4.7, -1.9, 14.8, -14.8, -0.7
Cc1cccc(NC(=O)Nc2ccc(F)cc2)n1
 : -6.6, 100.8, -1.7, 0.7, 45.3, -2.5, 0.8, 4.8, -2.2, 2.2, -0.2
COc1ccc(N(CC(=O)NCc2ccco2)C(=O)CCC(=O)Nc2nccs2)c(OC)c1
 : -5.2, ., -15.1, 2.0, -1.7, 317.7, -0.2, 22.4, ., ., 7.0
COc1cc2cc(C[C@H](C)O)oc(=O)c2cc1OC
 : -4.0, 98.3, -8.4, -13.9, -5.9, -8.2, 0.2, 33.2, -41.8, 41.8, .
Cc1c(C)n(-c2ccc(Cl)cc2)c2ncnc(N)c12
 : -2.3, 105.1, -5.2, -3.5, 4.9, 140.4, 0.5, 48.6, 3.1, -3.1, 0.2
COc1ccc2[nH]c(=O)c(CN(CCCN(C)C)C(=O)Nc3ccc(F)cc3)cc2c1
 : -4.3, 97.2, -3.8, 9.3, 6.9, 6.5, 0.7, -2.6, -12.1, 12.1, .

Sorted by value in SR-BI uptake up (rising): 3 from the list above
SMILES	SR-BI uptake up
CCN(CC)C(=O)NC1CC2CCCC(C1)N2Cc1ccccc1 (configuration not stated)	8.9
COc1ccc2[nH]c(=O)c(CN(CCCN(C)C)C(=O)Nc3ccc(F)cc3)cc2c1	12.1
COc1cc2cc(C[C@H](C)O)oc(=O)c2cc1OC	41.8

Record cards, from the list above. Order of values: dFosB activator	Pemphigus Ab inh	PKA-R1A activ	PKA-R2B activ	MITF TRPM1 HTS	SUMO Mot1 rescue	CDK5 p35 inh	Arrestin-AP2 inh	SR-BI DiI inh	SR-BI uptake up	NSD2 inh
O=C(C1CCCCN1S(=O)(=O)c1ccc(F)cc1)N1CCN(c2ccccc2F)CC1 (configuration not stated) as listed: -6.1	103.6	6.2	3.8	1.3	8.0	1.1	-7.2	-21.3	21.3	.
Cc1c(NC(=O)c2ccc(C(C)(C)C)cc2)cccc1[N+](=O)[O-] as listed: 3.1	106.9	-6.0	-11.2	73.2	-8.1	0.9	-7.3	.	.	19.6
Cc1cc2nc(-c3ccc(NC(=O)c4cccnc4)cc3)oc2cc1C as listed: -3.6	97.0	-12.8	1.0	68.3	3.7	-0.2	16.7	58.1	-58.1	4.7

Next part
SMILES	dFosB activator	Pemphigus Ab inh	PKA-R1A activ	PKA-R2B activ	MITF TRPM1 HTS	SUMO Mot1 rescue	CDK5 p35 inh	Arrestin-AP2 inh	SR-BI DiI inh	SR-BI uptake up	NSD2 inh
COc1ccc(NC(=O)CCSc2nnc(C)s2)cc1	-0.5	111.8	-0.5	-10.4	.	-12.9	0.4	1.2	-21.3	21.3	-7.4
CNc1ccc2c3c(cccc13)C(=O)N(C)C2=O	-25.9	98.1	2.6	-0.7	19.4	-11.2	-4.4	7.9	3.0	-3.0	-13.1
O=C(CSCc1ccccc1)Nc1cccc(F)c1	-1.8	83.4	2.8	1.2	95.4*	-19.1	2.0	-5.9	-9.1	9.1	-2.2
Cc1ccc(NC(=O)CN2C(=O)NC3(CCc4ccccc43)C2=O)cc1S(=O)(=O)N1CCCCC1 (configuration not stated)	-2.3	94.5	3.2	-9.6	7.0	3.3	-0.3	5.6	3.1	-3.1	22.0
COc1ccc(/C=N/N2C(C)CCCC2C)cc1OC (configuration not stated)	-3.9	102.7	-5.8	8.2	-2.8	-5.5	-1.2	2.3	-5.9	5.9	-10.7
O=C(CSc1ccc(-c2ccco2)nn1)NCc1ccccc1Cl	4.9	120.0	-9.2	-5.0	13.4	-7.9	1.5	0.3	6.5	-6.5	0.8
CCOCCCNC(=O)CN(c1cc([N+](=O)[O-])ccc1OC)S(C)(=O)=O	-4.8	108.8	-2.0	-14.8	-3.0	-2.1	-0.4	-17.6	1.2	-1.2	2.7
C=CCOC(=O)COc1ccc2c(C)c(C)c(=O)oc2c1C	-1.5	102.9	4.6	-4.8	.	-33.7	-1.8	-2.3	5.5	-5.5	-0.7
Cc1cc(Nc2ccc3c(c2)OCCO3)c2cc(Cl)ccc2n1	29.4*	.	-3.7	-8.1	-25.4	-5.1	2.3	21.5	-30.6	30.6	-1.0
COc1ccccc1N1CCN(C(=O)/C=C/c2ccc3c(c2)OCO3)CC1	-5.1	98.8	-4.6	7.3	6.5	343.3	-0.6	17.2	32.2	-32.2	7.3
CC(=O)Nc1c(Br)cc(N2C(=O)CCC2=O)cc1Br	-5.1	96.2	-4.1	2.5	.	-11.6	-2.9	-1.0	-1.9	1.9	-0.1

Compound activity deposited in PubChem BioAssay by several laboratories.
